TEAD-YAP block – TEAD-YAP interaction inhibition; HEK-TIYL cells, TEAD-Gal4/YAP UAS-luciferase luminescence; inhibition, % at 9.12 µM; 1.4% of 640,000 active; AID 1259422; in the data active = inhibition above about 32%;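 also: 0% = median of test compound wells and 100% = reference inhibitor wells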
FBW7 act – activators of human E3 ligase FBW7; Q969H0; AlphaScreen FBW7–phospho-cyclin E peptide binding, activator screen; normalized activity (activation), % at 26.1 µM; 0.13% of 650,000 active; in the data active = normalized activity above about 1.9%;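 also: purified mutant Fbw7 with reduced substrate affinity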
Target sequence (Q969H0 whole entry, looked up): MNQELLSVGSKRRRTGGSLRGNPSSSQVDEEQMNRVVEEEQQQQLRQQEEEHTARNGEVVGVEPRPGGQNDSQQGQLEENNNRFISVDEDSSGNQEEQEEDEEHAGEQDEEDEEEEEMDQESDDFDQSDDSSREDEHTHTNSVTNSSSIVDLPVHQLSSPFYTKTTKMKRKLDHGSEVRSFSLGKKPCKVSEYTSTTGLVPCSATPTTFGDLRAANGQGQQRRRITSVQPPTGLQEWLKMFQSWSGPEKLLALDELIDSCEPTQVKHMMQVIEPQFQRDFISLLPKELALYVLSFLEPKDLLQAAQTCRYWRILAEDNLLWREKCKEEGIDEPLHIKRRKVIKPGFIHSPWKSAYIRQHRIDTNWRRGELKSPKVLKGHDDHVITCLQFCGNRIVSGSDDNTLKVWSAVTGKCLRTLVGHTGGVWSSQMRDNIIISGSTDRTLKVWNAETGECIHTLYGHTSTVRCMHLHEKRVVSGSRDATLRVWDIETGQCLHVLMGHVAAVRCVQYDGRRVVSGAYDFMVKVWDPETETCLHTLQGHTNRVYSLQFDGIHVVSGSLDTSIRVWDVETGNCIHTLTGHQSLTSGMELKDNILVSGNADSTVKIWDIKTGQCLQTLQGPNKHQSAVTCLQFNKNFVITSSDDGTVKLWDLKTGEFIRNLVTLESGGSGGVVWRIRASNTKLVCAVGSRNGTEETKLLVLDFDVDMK
MITF primary – human MITF inhibition, primary screen; O75030; AlphaScreen MITF homodimerization, bead proximity signal; inhibition, % at 2.6 µM; 0.91% of 650,000 active; AID 1259374; in the data active = inhibition above about 50%;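 also: 0% = vehicle wells with protein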
GPR151 ag – activates the human receptor GPR151. activation, % at 11.2 µM. Q8TDV0. PathHunter beta-arrestin GPR151 cells, luminescence. 1% of 650,000 active; in the data active = activation above about 4.9%;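 also: 0% = median of compound wells and 100% = cells with positive control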
Target sequence (Q8TDV0 whole entry, looked up): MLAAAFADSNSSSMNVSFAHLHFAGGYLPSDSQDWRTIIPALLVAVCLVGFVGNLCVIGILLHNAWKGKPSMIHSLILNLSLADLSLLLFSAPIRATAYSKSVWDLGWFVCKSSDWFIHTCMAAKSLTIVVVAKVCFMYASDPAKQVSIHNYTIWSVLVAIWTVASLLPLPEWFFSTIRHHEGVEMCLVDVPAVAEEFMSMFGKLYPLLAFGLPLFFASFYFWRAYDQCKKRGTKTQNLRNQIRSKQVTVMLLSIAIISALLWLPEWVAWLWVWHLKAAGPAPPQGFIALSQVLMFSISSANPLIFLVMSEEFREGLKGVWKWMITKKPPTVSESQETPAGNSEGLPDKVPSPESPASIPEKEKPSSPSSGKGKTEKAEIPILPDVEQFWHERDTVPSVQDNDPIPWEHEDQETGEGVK
Starred values were filed as active, the others as inactive; & = joins results of further samples.

SMILES	TEAD-YAP block	FBW7 act	MITF primary	GPR151 ag
Cc1ccc(/C(O)=C2/C(=O)C(=O)N(CCCN(C)C)C2c2cccs2)cc1 (configuration not stated)	-1.3	0.5	14.7	1.0
CC(=O)Nc1ccc(OC(=O)COc2ccc(Br)cc2)cc1	-5.7	-0.4	2.0	0.2
CC(C)CCC(CC#N)C1CCOC(C)(C)C1 (configuration not stated)	13.3	-0.1	-33.4	-0.1
COC(=O)c1nnn(-c2nonc2N)c1CN(C)C	-1.6	0.0	-13.5	-0.7
O=C(C1CC1)N1CCc2cc(S(=O)(=O)N3CC=C(c4ccccc4)CC3)ccc21	10.7	0.1	8.3	0.7
COCCn1nnnc1C(c1cccs1)N1CCOCC1 (configuration not stated)	-4.0	-0.4	-7.5	0.1
CCCCCCCCCn1c(SCCO)nc2c1c(=O)[nH]c(=O)n2C	-6.2	0.5	4.8	1.9
CCC(C)NC(=O)C1CCCN(S(=O)(=O)c2ccc3c(c2)C(C)(C)C(=O)N3C)C1 (configuration not stated)	7.6	-0.2	3.0	0.3
CC(=O)c1ccc(NC(=O)c2ccc3c(c2)C(=O)N(c2cccc([N+](=O)[O-])c2)C3=O)cc1	-7.1	0.1	-2.4	0.1
COc1cc(-c2c(C#N)c(N)n3c(nc4ccccc43)c2C#N)cc(Br)c1OC	7.1	0.0	2.5	0.2
CCOc1ccc(CCNc2nc(CC(C)=O)ns2)cc1OCC	-0.5	0.2	15.9	0.2
CC1=C(C)CC2C(=O)N(c3cccc(O)c3)C(=O)C2C1 (configuration not stated)	-2.9	0.1	9.4	-2.0
CCC(=O)Nc1nc2c(OC)ccc(C)c2s1	8.8	0.1	7.4	0.4
N#Cc1ccsc1NC(=O)CN1CCN(S(=O)(=O)c2ccccc2[N+](=O)[O-])CC1	-9.7	-0.2	2.1	-0.6
CCN1CCN(C(c2ccc3ncccc3c2)c2nnnn2C(C)(C)C)CC1 (configuration not stated)	0.3	0.1	10.1	1.5
Clc1ccc(-c2csc(Nc3ccccc3Cl)n2)cc1Cl	-0.5	0.2	14.1	1.8
Cc1ccccc1Cn1c(NCCO)nc2c1c(=O)n(C)c(=O)n2C	1.4	-0.2	5.4	0.4
O=c1c2cc3c(cc2[nH]c(=S)n1CCc1ccccc1Cl)OCO3	-2.0	0.4	12.7	-0.4
COc1cc(Nc2ncnc3c2c(-c2ccccc2)cn3-c2ccc(C)c(Cl)c2)cc(OC)c1OC	4.3	-0.1	-0.8	2.9
CCCNc1ncnc2c1c(-c1ccccc1)cn2-c1ccc(Br)cc1	-0.5	0.0	-2.0	0.1

Reprinted from the part before: 2 entries, followed by the next part.
SMILES	TEAD-YAP block	FBW7 act	MITF primary	GPR151 ag
COc1cc(Nc2ncnc3c2c(-c2ccccc2)cn3-c2ccc(C)c(Cl)c2)cc(OC)c1OC	4.3	-0.1	-0.8	2.9
CCCNc1ncnc2c1c(-c1ccccc1)cn2-c1ccc(Br)cc1	-0.5	0.0	-2.0	0.1
O=S(=O)(Nc1ncccn1)c1ccc(NC(=S)Nc2ccc3c(c2)OCCO3)cc1	-18.5	0.0	12.3	1.0
COc1ccc(-n2c(SCC(=O)NCCC3=CCCCC3)nc3n[nH]c(C)c3c2=N)cc1	-0.3	0.0	1.2	0.2
CCn1c2ccccc2c2cc(NC(=O)C3CCCO3)ccc21 (configuration not stated)	-12.2	-0.2	12.3	-0.6
O=C(CNc1ccc(F)cc1)N/N=C/c1ccc(Br)cc1	-5.2	0.0	-2.3	0.2
CCOc1ccc(-c2cc(OC)c3c(C)oc(C)c3c(=O)c2)cc1	-2.1	-0.1	13.6	-0.6
O=C1CSC(c2c(F)cccc2Cl)N1c1cc(Cl)ccc1O (configuration not stated)	-11.4	0.2	15.0	-0.7
CCOC(=O)c1ccc(-n2c(C)cn3c4c(=O)n(CC)c(=O)n(C)c4nc23)cc1	-6.7	0.0	-8.2	1.2
CCCCNc1c([N+](=O)[O-])c(=O)oc2ccccc12	7.0&2.0	-0.2&0.2	-4.1&-14.4	-0.8&0.2
COc1ccc2cc3cc(C(=O)N4CCN(c5ccc([N+](=O)[O-])cc5)CC4)oc3nc2c1	-0.3	0.7	12.1	-0.7
CCOn1c(=O)c(=O)n(OCc2ccccc2)c2ccccc21	-0.1	0.0	7.1	-0.7
Cc1ccc(N2CC(NC(=O)NCCO)CC2=O)cc1 (configuration not stated)	12.8	-0.1	-2.0	1.4
N#Cc1ccc(NCN2C(=O)CSC2=O)cc1	-6.3	-0.2	4.8	-0.2
O=C(NC1CCCCC1)C1CCN(c2c(N3CCCCC3)c(=O)c2=O)CC1	-2.7	0.0	-0.5	-0.7
COc1ccc(/C=C(\C#N)c2nc(-c3ccc(F)cc3)cs2)cc1	-6.5	-0.1	-1.3	1.5
COc1ccc(CCNC(=O)CCCn2c(SCc3cccc([N+](=O)[O-])c3)nc3cc4c(cc3c2=O)OCO4)cc1OC	-4.8	0.0	-3.3	0.3
Cc1ccc(S(=O)(=O)Nc2cccc(-n3c(C)nc4ccccc4c3=O)c2)cc1C	-3.7	-0.1	20.1	-0.7
Cc1ccc2c(c1)/C(=N\O)CC(O)(C(F)(F)F)O2 (configuration not stated)	-19.6	0.1	10.8	-2.5
COC(=O)c1ccc(CSc2nc(C)nc3sc(C)c(C)c23)o1	1.0	0.1	1.8	1.1
CCOC(=O)C1=C(C)N(C)C(=O)NC1c1cc(OC)ccc1OC (configuration not stated)	3.7	0.0	-0.3	1.5
CSc1cccc(C(=O)Nc2ccc3nc(C)sc3c2)c1	-51.1	0.0	16.1	-2.9
CSc1ncc(Cl)c(C(=O)Nc2cccc(C)c2)n1	2.5	-0.2	-8.3	-0.4
O=[N+]([O-])C(=C1SCCS1)C(=C(Cl)Cl)N1CCCC1	3.0	-0.3	6.8	-0.6
COc1ccc(NC(=O)c2c(NC(=O)C(C)(C)C)sc3c2CCC(C(C)(C)C)C3)cc1 (configuration not stated)	9.2	0.2	-1.8	0.3
COc1ccccc1CCNC(=O)c1ncoc1-c1cccs1	-21.4	0.1	0.8	0.8
Cc1ccc(S(=O)(=O)N(C)CC(=O)N/N=C/c2cccc([N+](=O)[O-])c2)cc1	-5.4	-0.1	-3.0	0.6
CCN(CC)c1ccc2nc(C)c(=O)oc2c1	9.3	-0.1	16.2	-0.8
COc1ccccc1N1CCN(C(=O)CSc2nc3ccsc3c(=O)n2Cc2ccccc2F)CC1	7.9	0.0	7.9	0.2
COC(=O)c1ccc2c(=O)n3nc(Nc4ccc(OC)cc4OC)sc3nc2c1	-0.2	-0.2	5.3	1.7
CCOC(=O)C1CCN(S(=O)(=O)c2cn(C)c(=O)n(C)c2=O)CC1	1.8	1.4	3.8	-0.2
O=C1CN(C(=O)c2ccc(Cl)c([N+](=O)[O-])c2)c2ccccc2N1	5.0	0.0	19.6	1.1
O=C(C1CCCCC1)N1CCc2nc3ccccn3c(=O)c2C1	-1.7	0.0	3.1	2.3
COc1cc(C(=O)N(c2cccc(Cl)c2)C2C=CS(=O)(=O)C2)cc(OC)c1OC (configuration not stated)	8.8	0.1	10.1	-0.2
COc1cccc(C(=O)NNc2cc(=O)n(C)c(=O)n2C)c1OC	0.3	0.0	-0.2	2.0
Cc1c(C(=O)N2CCc3ccccc32)sc2nc(-c3ccccc3)cn12	-28.3	0.2	-9.6	0.4
N#Cc1ccc(/C=N/NC(=S)N/N=C/c2ccc(C#N)cc2)cc1	1.4	0.2	3.7	-0.4
COCCOC(=O)C1=C(C)NC2=C(C(=O)CC(c3ccc(Cl)cc3)C2)C1c1ccccc1F (configuration not stated)	-0.8	-0.1	5.3	-1.1
CN(CCOC(=O)/C=C/c1ccccc1)C(C)(C)C	11.7	0.1	12.5	1.5
Cc1cc(OCC(=O)Nc2ccccc2C(=O)O)cc(C)c1Cl	-0.1	0.0	11.3	1.3
O=C(OCC1CCCN2CCCCC12)c1ccc(F)cc1F (configuration not stated)	2.5	1.4	21.4	0.3
O=C(COc1ccc(Cl)cc1Cl)NCCCN1CCOCC1	5.8	0.1	10.3	0.8
CCOc1ccc(/C(O)=C2/C(=O)C(=O)N(CCN(CC)CC)C2c2ccc(C(C)(C)C)cc2)cc1C (configuration not stated)	4.0	0.1	24.6	1.7
O=C(NC1C2CC3CC(C2)CC1C3)c1ccc(I)cc1 (configuration not stated)	-11.5	0.7	2.9	-0.8
Cc1cnc(-c2cccs2)nc1NCCO	-1.9	-0.1	11.9	0.6
Nc1ccnc(N2CCCC2CO)n1 (configuration not stated)	2.5	0.1	-2.1	-0.4
CC1Cn2c(nnc2-c2cccc(N)c2)S1 (configuration not stated)	0.2	0.1	14.5	0.6
COC(C)c1oc2c(C)c3oc(=O)cc(C)c3cc2c1C (configuration not stated)	-12.1	0.1	9.5	0.1
Cc1ccc2[nH]c3c(c2c1)CCNC31CCN(C(=O)CC(C)(C)CC(=O)O)CC1	-4.9	-0.4	1.1	0.6
CC1CN(C(=O)c2ccc3ncsc3c2)CC(C)O1 (configuration not stated)	2.6	0.1	-3.7	1.0
O=C(C1CC1)N1CCN(c2ccccc2F)CC1	0.4	-0.1	5.4	1.5
O=C(CN1CCCC1)N1CCC(c2nc3sc4c(c3c(=O)[nH]2)CCCC4)CC1	-8.5	0.1	1.8	1.2
O=C(Nc1ccc(F)cc1)NC1(C(F)(F)F)Oc2ccc(Cl)cc2O1 (configuration not stated)	-10.3	-0.1	0.3	0.8
Cc1ccccc1CNC(=O)c1ccc(N2CCCC2=O)cc1	-8.7	0.0	17.4	1.6
O=C1c2cccc(OCC(=O)N3CCc4ccccc43)c2CCN1Cc1cccnc1	13.7	-0.1	7.8	1.8
O=[N+]([O-])c1cc(Cl)n(O)c(=Nc2ccc(Cl)cc2)c1	31.2	0.0	-3.1	-0.2
O=C(Nc1cccc2nsnc12)c1cccs1	0.5	0.3	-8.0	-1.7
N#CCCN=C(NS(=O)(=O)c1ccccc1)c1ccccc1	6.6	0.1	2.0	-1.1
CC(C)(C)c1ccc(/C=C/C(=O)NCC2CCCO2)cc1 (configuration not stated)	-44.8	0.0	1.5	1.6
COc1ccc(CCNC(=O)c2c(Nc3ccccc3C)sc(C(=O)c3ccc(Cl)cc3)c2N)cc1OC	-14.8	-0.3	1.1	0.1
Cc1cc(C)n(C(=O)CNC(=O)c2ccco2)n1	-6.2	0.3	1.4	-0.2
Cc1cccc2sc(NC(=O)c3ccc(S(=O)(=O)N4CC(C)CC(C)C4)cc3)nc12 (configuration not stated)	8.0	0.2	10.8	-0.5

A draw from above in order of molecular weight, ascending:
SMILES	TEAD-YAP block	FBW7 act	MITF primary	GPR151 ag
Nc1ccnc(N2CCCC2CO)n1 (configuration not stated)	2.5	0.1	-2.1	-0.4
COC(C)c1oc2c(C)c3oc(=O)cc(C)c3cc2c1C (configuration not stated)	-12.1	0.1	9.5	0.1
O=C(Nc1ccc(F)cc1)NC1(C(F)(F)F)Oc2ccc(Cl)cc2O1 (configuration not stated)	-10.3	-0.1	0.3	0.8
CCOc1ccc(/C(O)=C2/C(=O)C(=O)N(CCN(CC)CC)C2c2ccc(C(C)(C)C)cc2)cc1C (configuration not stated)	4.0	0.1	24.6	1.7

The listing continues:
SMILES	TEAD-YAP block	FBW7 act	MITF primary	GPR151 ag
c1ccc(-c2cn(-c3ccccc3)c3ncnc(N4CCOCC4)c23)cc1	14.2	-0.1	6.9	2.7
Cc1ccccc1N(CCCN1C(=O)c2cccc3cccc(c23)C1=O)C(=O)c1ccc([N+](=O)[O-])cc1	-7.8	-0.1	0.6	0.5
COc1ccc(S(=O)(=O)Nc2ccc3c(c2)N(C(=O)c2ccco2)CCC3)c(OC)c1	25.0	-0.1	23.1	1.2
CCCCOC(=O)c1ccc(NC(=O)c2ccc(C)o2)cc1	-20.8	0.2	0.8	-0.3
Cc1ccc(NC(=O)C(CC(C)C)N2C(=O)c3ccccc3C2=O)cc1Cl (configuration not stated)	8.5	0.2	2.8	0.0
COc1cc(-c2nnc(NC(=O)CC(C)C)s2)cc(OC)c1OC	-13.9	0.1	-21.1	0.3
O=C(CNC(=O)c1cccc(F)c1)N/N=C/c1ccc(O)c([N+](=O)[O-])c1	11.1	0.8	12.9	0.2
O=C(NCCNCc1ccccc1F)c1ccco1	2.7	-0.1	26.1	2.2
Cc1[nH]c(=S)[nH]c(=O)c1CC(=O)O	-4.6&-1.5	0.1&0.2	6.0&11.8	-1.1&-0.9
CCCCN1Cc2c(sc(C)c2C)N(C(=O)c2ccco2)C1	-12.2	0.0	0.2	0.0
CC1(C)C2([N+](=O)[O-])CN3CC1([N+](=O)[O-])CN(C2)C3c1cc(Br)ccc1O (configuration not stated)	9.2	0.6	17.6	-1.1
COc1ccc(CCNc2ccc3nnc(CCNC(=O)c4ccccc4)n3n2)cc1	12.2	-0.2	-0.1	0.5
CCOC(=O)C1=C(C)N=c2s/c(=C\c3cc(Cl)ccc3O)c(=O)n2C1c1ccccc1OC (configuration not stated)	7.1	0.9	23.2	-0.7
NC(=O)C1CCN(Cc2c(Cl)cccc2Cl)CC1	6.3	-0.3	47.9	3.4
CC(Oc1ccc2c(c1)CCC2)C(=O)NNC(=O)NC12CC3CC(CC(C3)C1)C2 (configuration not stated)	16.0	-0.2	20.8	0.4
CCN(CC)C(=O)C(C(=O)c1cccc([N+](=O)[O-])c1)n1cc(Cl)ccc1=O (configuration not stated)	-8.9	0.3	0.1	0.2
NC(=O)C1CCCN(C(=O)CCc2nnc(C3(c4ccc(Cl)cc4)CCC3)o2)C1 (configuration not stated)	-1.9	0.1	14.3	-2.2
COC(=O)C1=C(C)NC(=O)NC1c1ccccc1OC (configuration not stated)	16.0	0.0	11.1	0.1
CC(NC(=O)c1ccccc1Cl)C1CC2CCC1C2 (configuration not stated)	8.8	0.0	5.2	1.9
C=CCN1C(=O)CC(C(=O)OC)C12CCN(Cc1ccco1)CC2 (configuration not stated)	2.7	-0.1	0.8	0.1
